PTK2B oligo ant – Pyk2 (human) oligomerization antagonism | Q293 cells, Pyk2 FERM NanoBiT luminescence; active compounds read low | 0.83% of 99,000 active | z-score (the deposit names both 25 µM and 10 µM);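 active means Z-score of -3 or lower, scaled per plate to the spread of control and sample wells; inactive means z-score above -3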;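 further: negative z-score means lost luminescence so less FERM oligomerization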
PostGolgi yeast – growth inhibition of a yeast mutant, post-Golgi transport screen; post-Golgi transport phenotypic cell assay; inhibition, % at 10 µM; 0.9% of 98,000 active; AID 739; in the data active means inhibition above about 30%;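 further: yeast cells grown in 1536-well plates; yeast grown about 18 h at 30C before absorbance read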
CYP2C19 act – cytochrome P450 2C19 (human) activation. P33261. recombinant CYP2C19, luciferin-H EGE luminescence; active compounds read high; 0 = fully inhibited enzyme, 1 = untreated enzyme. activation factor at 5 µM. 96,000 tested, under 10 active. AID 1025;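 active means activation factor of at least 2 at 5 µM in the primary screen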;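 further: 0 = wells with 2.5 mM tranylcypromine and 1 = vehicle-only wells; values of inactives mirror those of a sister screen read the other way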
Target sequence (P33261 whole entry, looked up): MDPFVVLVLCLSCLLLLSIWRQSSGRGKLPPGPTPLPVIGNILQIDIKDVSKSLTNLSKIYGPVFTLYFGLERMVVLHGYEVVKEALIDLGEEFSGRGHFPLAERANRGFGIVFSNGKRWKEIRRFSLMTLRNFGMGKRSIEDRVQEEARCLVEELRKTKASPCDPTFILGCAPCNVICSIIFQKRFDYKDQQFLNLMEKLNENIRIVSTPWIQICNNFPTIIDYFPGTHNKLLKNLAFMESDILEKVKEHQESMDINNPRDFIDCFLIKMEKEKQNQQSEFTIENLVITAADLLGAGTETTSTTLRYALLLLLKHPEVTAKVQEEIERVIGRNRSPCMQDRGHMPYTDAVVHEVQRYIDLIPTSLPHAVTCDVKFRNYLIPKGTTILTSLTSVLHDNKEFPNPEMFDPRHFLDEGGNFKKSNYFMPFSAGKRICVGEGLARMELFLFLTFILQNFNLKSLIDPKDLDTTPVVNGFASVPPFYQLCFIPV
Ecoli WT expand – E. coli BW25113 growth inhibition, expanded screen; OD600 absorbance; growth inhibition, % at 100 µM; 0.15% of 98,000 active; AID 710;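 active means growth inhibition above about 50% at one test dose, limit read from the data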;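 further: growth measured after 20 h incubation at 37 °C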
CYP2C9 act – activators of human CYP2C9 | P11712 | recombinant CYP2C9, luciferin-H conversion, luminescence; active compounds read high; factor 1 = untreated enzyme, 0 = blocked | activation factor at 5 µM | 1.4% of 96,000 active | AID 1024;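 active means activation factor of 2 or more for CYP2C9 at a 5 µM dose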;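 further: 0 = sulfaphenazole-blocked wells and 1 = vehicle-only wells; values of inactives mirror those of a sister screen read the other way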
PLAP act – activators of human placental alkaline phosphatase; P05187; purified PLAP enzyme, luminescent substrate read-out; active compounds read high; activation fold at 20 µM; 1.2% of 96,000 active; AID 696; in the data active means activation fold above about 2
EphB4 ephrin blk – EphB4-ephrin-B2 interaction antagonism; inhibition, % at 7 µM; EphB4 LBD / TNYL-RAW-Alexa532 peptide, fluorescence polarization; 0.15% of 97,000 active;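 active means inhibition above the screen-wide mean inhibition plus 3 SD, cut at about 15% in these data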;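 further: 0% = DMSO wells and 100% = excess unlabeled TNYL-RAW peptide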
CYP2C9 inhib – inhibitors of human CYP2C9; P11712; CYP2C9 Supersomes, luciferin-H conversion, luminescence; inhibition, % at 5 µM; 20% of 96,000 active;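 active means blocking of liver enzyme CYP2C9 beyond about 50% at 5 µM, limit read from the data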; further: values of inactives mirror those of a sister screen read the other way
CYP2C19 inhib – blocks human cytochrome P450 2C19; 21% of 96,000 active; CYP2C19 Supersomes, luciferin-H EGE luminescence, 30 min; inhibition, % at 5 µM;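 active means CYP2C19 inhibition above a set limit at 5 µM in the primary screen, cut at about 50% in these data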;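 further: plate controls were negative control wells for no effect and 2.5 mM tranylcypromine positive control for full effect; values of inactives mirror those of a sister screen read the other way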
The depositor's hits bear a star; · = not tested or not shown.

Short keys – A = PTK2B oligo ant; B = PostGolgi yeast; C = CYP2C19 act; D = Ecoli WT expand; E = CYP2C9 act; F = PLAP act; G = EphB4 ephrin blk; H = CYP2C9 inhib; I = CYP2C19 inhib
CNc1nc(Sc2cccc(C(F)(F)F)c2)cc(C(F)(F)F)n1
  A = 1.1 | B = 8 | C = 1.1 | D = 4 | E = 1.1 | F = 1.1 | G = -1 | H = -8 | I = -6

COc1ccc(-c2ccc(=O)n(CC(=O)Nc3cccc(O)c3)n2)cc1OC
  A = 0.18 | B = 2 | C = · | D = -3 | E = · | F = · | G = 4 | H = · | I = ·

OCCN=Cc1c(O)[nH]c2ccccc12
  A = 0.27 | B = 8 | C = 1.2 | D = 6 | E = 1 | F = 1 | G = -2 | H = -1 | I = -21

CCN(CC)CCCN(C(C)=O)c1nc(-c2cc(OC)ccc2OC)cs1
  A = 2.4 | B = -4 | C = 0.7 | D = 2 | E = 0.9 | F = 1.5 | G = -3 | H = 6 | I = 34

CCOC(=O)C1=C(O)/C(=C\c2ccc(CNC(=O)C(=O)Nc3ccccc3)o2)N=C1C
  A = 0.04 | B = 2 | C = 0.8 | D = 0 | E = 0.5 | F = 1.3 | G = 3 | H = 49 | I = 20

Cc1ccccc1OC(C)C(=O)NC1CCCC1 (stereo not drawn)
  A = 0.03 | B = -3 | C = 0.3 | D = 1 | E = 0.6 | F = 1 | G = 3 | H = 42 | I = 74*

Cc1nc(N2CCC(C)CC2)c2c(C)c(C(=O)O)sc2n1
  A = 2 | B = 1 | C = 1.1 | D = 0 | E = 1.1 | F = 1.2 | G = 8 | H = -8 | I = -7

C=CCN=c1sc(C(=O)OC)cc(=O)n1CC=C
  A = -0.04 | B = -3 | C = 0.5 | D = 3 | E = 0.8 | F = 1.1 | G = 4 | H = 18 | I = 52*

CCC1SC2=NC(C)=C(C(=O)OC)C(c3ccc(C(=O)OC)cc3)N2C1=O (stereo not drawn)
  A = -0.13 | B = -6 | C = 0.1 | D = 16 | E = 0.5 | F = 1.1 | G = -2 | H = 49 | I = 93*

COCCN(C(=O)CNC(=O)c1cccs1)C(C(=O)NC1CCCCC1)c1ccco1 (stereo not drawn)
  A = 0.25 | B = -3 | C = 0.9 | D = 0 | E = 1.1 | F = 1 | G = -6 | H = -6 | I = 6

CC1CN(c2c3c(nc4ncnn24)CCCC3)CC(C)O1 (stereo not drawn)
  A = 0.52 | B = -2 | C = 1.1 | D = 1 | E = 1 | F = 1 | G = -5 | H = -5 | I = -12

CCC(=O)N1CCc2cc(S(=O)(=O)NCCC(=O)Nc3ccccc3C)ccc21
  A = -0.02 | B = -4 | C = 1 | D = 1 | E = 0.9 | F = 0.9 | G = -16 | H = 5 | I = 3

COc1ccc(-n2nnnc2-c2cccnc2)cc1
  A = 0.08 | B = -2 | C = 0.4 | D = 0 | E = 0.8 | F = 0.8 | G = -5 | H = 24 | I = 55*

Nc1nnnn1/N=C/c1ccccc1C(F)(F)F
  A = -0.31 | B = -4 | C = 0.9 | D = -1 | E = 1.9 | F = 1.1 | G = 4 | H = -87 | I = 5

CC1CCCC(C)N1C(=O)Cn1c(SCC(=O)NCc2ccc3c(c2)OCO3)nc2ccccc21 (stereo not drawn)
  A = 1.3 | B = 0 | C = 0.4 | D = -3 | E = 0.1 | F = 1.5 | G = 2 | H = 90* | I = 64*

Molecules shown so far containing a halogen, in the order listed:
Short keys – A = PTK2B oligo ant; B = PostGolgi yeast; C = CYP2C19 act; D = Ecoli WT expand; E = CYP2C9 act; F = PLAP act; G = EphB4 ephrin blk; H = CYP2C9 inhib; I = CYP2C19 inhib
CNc1nc(Sc2cccc(C(F)(F)F)c2)cc(C(F)(F)F)n1
  A = 1.1 | B = 8 | C = 1.1 | D = 4 | E = 1.1 | F = 1.1 | G = -1 | H = -8 | I = -6

Nc1nnnn1/N=C/c1ccccc1C(F)(F)F
  A = -0.31 | B = -4 | C = 0.9 | D = -1 | E = 1.9 | F = 1.1 | G = 4 | H = -87 | I = 5

Next section.
| SMILES | PTK2B oligo ant | PostGolgi yeast | CYP2C19 act | Ecoli WT expand | CYP2C9 act | PLAP act | EphB4 ephrin blk | CYP2C9 inhib | CYP2C19 inhib |
| --- | --- | --- | --- | --- | --- | --- | --- | --- | --- |
| CC1CCCN(C(=O)COC(=O)c2n[nH]c3ccccc23)C1 (stereo not drawn) | -0.24 | 4 | 0.5 | 3 | 1.5 | 2* | -5 | -53 | 46 |
| CCCCC1(C)Nc2ccccc2-c2nc3ccccc3n21 (stereo not drawn) | 0.05 | 6 | 0.2 | -3 | 0.4 | 0.9 | 0 | 57* | 81* |
| CC(=O)c1cccc(NC(=O)CN(c2ccccc2)S(C)(=O)=O)c1 | -0.08 | -5 | 0.7 | 4 | 0.8 | 0.8 | · | 18 | 26 |
| O=C1CC(c2ccccc2)Cc2nc3ncnn3cc21 (stereo not drawn) | 1.6 | 2 | 0 | 6 | 0.9 | 1.2 | 2 | 7 | 99* |
| CC(=O)c1cccc(NC(=O)C2CCCN2S(=O)(=O)c2cccc3cccnc23)c1 (stereo not drawn) | · | 8 | 0.4 | -3 | 0.1 | 0.9 | 2 | 92* | 56* |
| CCOc1ccc(CCNC(=O)C2CCN(c3nn4c(=O)cc(C)nc4s3)CC2)cc1OCC | 0.19 | 1 | 0.5 | 0 | 0.4 | 1.5 | · | 57* | 54* |
| CC1CCN(S(=O)(=O)N2CCC(C(=O)NCc3cccs3)CC2)CC1 | -0.48 | 25 | 1 | -3 | 0.9 | 1.1 | -1 | 13 | 2 |
| CCCS(=O)(=O)c1c(S(=O)(=O)CCC)c2cnccn2c1C(=O)c1ccc(F)cc1 | 0.17 | 4 | 0.9 | -1 | 0.9 | 1.6 | · | 14 | 8 |
| O=C(CN1C(=O)COc2ccccc21)Nc1ccc2c(c1)OCCO2 | -0.11 | -3 | 0.4 | -15 | 0.7 | 1.1 | · | 33 | 57* |
| CCCCNC(=O)c1onc(CSc2ccc(OC)cc2)c1C(=O)O | · | -1 | 1.1 | -21 | 0.2 | 1.2 | 3 | 80* | -12 |
| COc1cc(NC(=O)CSc2nccc(C)n2)c(C(=O)O)cc1OC | -0.65 | 6 | 1 | -1 | 1 | 1.2 | 2 | 2 | -5 |
| O=C(COC(=O)[C@H](Cc1ccccc1)NS(=O)(=O)c1ccccc1F)NC1CCCCC1 | 0.25 | -10 | 0.8 | 6 | 0.5 | 1.6 | 4 | 46 | 17 |
| CCOC(=O)C(C(=O)Nc1nccs1)C1CCCCC1 (stereo not drawn) | 0.65 | 2 | 0.3 | -1 | 0.2 | 0.9 | -4 | 77* | 69* |
| Clc1ccc(OCc2nc(-c3ccncc3)no2)cc1 | 0.29 | -3 | 0 | 1 | 0.1 | 1.1 | -3 | 95* | 95* |
| COCCNC(=S)NC12CC3CC(CC(C3)C1)C2 | 0.77 | 2 | 0.6 | 0 | 1.1 | 0.9 | -3 | -8 | 40 |

Full records as entered above. Values in the order: PTK2B oligo ant	PostGolgi yeast	CYP2C19 act	Ecoli WT expand	CYP2C9 act	PLAP act	EphB4 ephrin blk	CYP2C9 inhib	CYP2C19 inhib
Listed for CCOc1ccc(CCNC(=O)C2CCN(c3nn4c(=O)cc(C)nc4s3)CC2)cc1OCC = 0.19	1	0.5	0	0.4	1.5	·	57*	54*
Listed for O=C1CC(c2ccccc2)Cc2nc3ncnn3cc21 (stereo not drawn) = 1.6	2	0	6	0.9	1.2	2	7	99*
Listed for O=C(COC(=O)[C@H](Cc1ccccc1)NS(=O)(=O)c1ccccc1F)NC1CCCCC1 = 0.25	-10	0.8	6	0.5	1.6	4	46	17
Listed for O=C(CN1C(=O)COc2ccccc21)Nc1ccc2c(c1)OCCO2 = -0.11	-3	0.4	-15	0.7	1.1	·	33	57*
Listed for COc1cc(NC(=O)CSc2nccc(C)n2)c(C(=O)O)cc1OC = -0.65	6	1	-1	1	1.2	2	2	-5
